GPR151 activ – activates the human receptor GPR151; Q8TDV0; PathHunter beta-arrestin GPR151 cells, luminescence; activation, % at 11.2 µM; 650,000 compounds, 1% hits; AID 1508602; in the data active = activation above about 4.9%;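 note: 0% = median of compound wells and 100% = cells with positive control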
Target sequence (Q8TDV0 whole entry, looked up): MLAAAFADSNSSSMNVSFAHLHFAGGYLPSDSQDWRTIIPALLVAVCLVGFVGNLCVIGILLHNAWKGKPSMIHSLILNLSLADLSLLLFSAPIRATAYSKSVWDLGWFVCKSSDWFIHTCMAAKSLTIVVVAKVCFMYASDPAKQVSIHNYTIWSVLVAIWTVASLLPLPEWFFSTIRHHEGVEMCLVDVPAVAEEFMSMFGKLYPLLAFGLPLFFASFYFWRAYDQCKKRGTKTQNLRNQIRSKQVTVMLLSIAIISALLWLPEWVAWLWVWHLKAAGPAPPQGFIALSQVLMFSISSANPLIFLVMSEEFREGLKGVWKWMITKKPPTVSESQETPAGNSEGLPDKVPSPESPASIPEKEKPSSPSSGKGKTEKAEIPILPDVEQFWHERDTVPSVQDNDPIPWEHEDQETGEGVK
MITF inh – inhibitors of human MITF; O75030; AlphaScreen MITF homodimerization, bead proximity signal; inhibition, % at 2.6 µM; 650,000 compounds, 0.91% hits; in the data active = inhibition above about 50%;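 note: 0% = vehicle wells with protein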
Target sequence (O75030 whole entry, looked up): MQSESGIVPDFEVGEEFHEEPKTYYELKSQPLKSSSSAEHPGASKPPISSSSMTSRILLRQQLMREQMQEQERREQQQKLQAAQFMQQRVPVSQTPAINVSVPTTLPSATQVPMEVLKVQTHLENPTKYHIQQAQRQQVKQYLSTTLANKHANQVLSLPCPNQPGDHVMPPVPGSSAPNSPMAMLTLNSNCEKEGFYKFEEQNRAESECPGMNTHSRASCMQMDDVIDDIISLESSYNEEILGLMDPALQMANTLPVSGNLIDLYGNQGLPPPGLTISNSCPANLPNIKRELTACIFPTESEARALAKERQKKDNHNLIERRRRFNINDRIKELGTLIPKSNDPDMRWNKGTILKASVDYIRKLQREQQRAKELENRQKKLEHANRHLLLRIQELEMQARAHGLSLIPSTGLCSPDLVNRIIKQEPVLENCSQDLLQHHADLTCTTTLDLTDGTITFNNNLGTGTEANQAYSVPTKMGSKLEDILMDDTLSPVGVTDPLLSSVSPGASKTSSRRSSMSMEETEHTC
FBW7 act – human FBW7 E3 ligase activation, primary screen | Q969H0 | normalized activity (activation), % at 26.1 µM | AlphaScreen FBW7–phospho-cyclin E peptide binding, activator screen | 650,000 compounds, 0.13% hits; in the data active = normalized activity above about 1.9%;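 note: purified mutant Fbw7 with reduced substrate affinity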
TEAD-YAP inh – TEAD-YAP interaction inhibition; HEK-TIYL cells, TEAD-Gal4/YAP UAS-luciferase luminescence; inhibition, % at 9.12 µM; 640,000 compounds, 1.4% hits; in the data active = inhibition above about 32%;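 note: 0% = median of test compound wells and 100% = reference inhibitor wells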
Active calls of the source: *; & = joins results of further samples. Compounds were not picked by outcome; about 3.4% have a hit in one of these screens.

SMILES	GPR151 activ	MITF inh	FBW7 act	TEAD-YAP inh
C=CCN(C(=O)C(F)(F)F)C(C(=O)NC1CCCC1)c1cccs1 (stereo not given)	0.1	-8	-0.2	4
CC1CN(S(=O)(=O)c2ccc(Cl)c(C(=O)Nc3ccc([N+](=O)[O-])cc3)c2)CC(C)O1 (stereo not given)	-0.9	-9	0.0	10
COc1cc([N+](=O)[O-])ccc1NC(=O)CN1C(=O)c2ccccc2S1(=O)=O	0.9	0	0.0	-5
COC(=O)c1cccc(NC(=O)Nc2ccccc2C)c1	-1.2	-5	-0.1	-18
Cc1oc(-c2ccccc2F)nc1CSCC(=O)NC1CCC(C)CC1 (stereo not given)	-0.1	-1	-0.1	-9
COc1ccc(C2CC(c3cccs3)=NN2C(=O)CSc2nnc(CNC(=O)c3cccc(OC)c3)n2-c2cc(C)ccc2C)cc1 (stereo not given)	0.6	-2	0.0	10
Cc1ccc2nc(-c3cccs3)c(NC(=O)c3ccc(Cl)cc3)n2c1	0.1	-11	0.1	-1
Cc1cc(C)c(C(=O)O)c(Cl)n1	-0.4	-4	0.1	-1
CCCc1nnc2n1N=C(c1ccc(OC)cc1)CS2	-0.8	11	-0.1	10
COc1ccc(N2C(=O)NC(=O)/C(=C\c3ccc4c(c3)OCO4)C2=O)cc1	1.8	0	-0.2	7
COC(=O)C1=C(N)Oc2cc(C)n(CCN3CCOCC3)c(=O)c2C1c1ccccc1 (stereo not given)	0.7	0	-0.2	-4
CC(=O)Nc1ccc(NC(=O)Cn2cnc3c(cnn3C(C)(C)C)c2=O)cc1	-0.3	18	4.0*	2
N#C/C(=C\c1cccc2ccccc12)c1nn(-c2ccccc2)c(N)c1C#N	0.2	11	0.1	-3
COC(=O)c1ccc(NC(=O)C(C)N2C(=O)c3ccccc3C2=O)cc1 (stereo not given)	-0.3	1	0.2	-4
Cc1ccc(C2=N/C(=C\c3cccs3)C(=O)O2)cc1[N+](=O)[O-]	0.6	-2	-0.2	1
Cc1nnc(Nc2ccc(OCc3ccccc3)cc2)[nH]c1=O	2.5	20	0.0	6
O=C(O)CCC(=O)N1CCC(c2nc3ccc(Cl)cc3[nH]2)CC1	2.7	-25	0.0	1
O=S(=O)(c1ccc(Cl)cc1)N1CCN(C2CCCC2)CC1	-0.2	26	0.2	-6
CC(CC(=O)NNC(=O)c1cccc([N+](=O)[O-])c1)=Nc1ccc(C)cc1	-1.1	-24	-0.1	-12
COc1ccc(-c2nnc(SCc3nc4ccccc4s3)n2N)cc1	-3.4	16	0.5	1
CCSc1ccc(-c2cnc(N3CCN(CCO)CC3)c3nccn23)cc1	0.9	-2	-0.5	-16
CC(=O)Nc1nnc(SCC(=O)O)s1	-1.3	1	0.0	-3
C=CCN1C(=O)SC(CC(=O)Nc2ccc(C)cc2C)C1=O (stereo not given)	-1.2	10	0.0	6
Cc1ccc(S(=O)(=O)N2CCNCC2)cc1C	0.0	18	0.0	-5
CCCCc1nc(N)c(C#N)c(-c2ccc(OC)cc2)c1CCC	0.5	-4	-0.1	4

Not a retest: 4 of the compounds above.
SMILES	GPR151 activ	MITF inh	FBW7 act	TEAD-YAP inh
COC(=O)c1ccc(NC(=O)C(C)N2C(=O)c3ccccc3C2=O)cc1 (stereo not given)	-0.3	1	0.2	-4
Cc1ccc(C2=N/C(=C\c3cccs3)C(=O)O2)cc1[N+](=O)[O-]	0.6	-2	-0.2	1
Cc1nnc(Nc2ccc(OCc3ccccc3)cc2)[nH]c1=O	2.5	20	0.0	6
O=C(O)CCC(=O)N1CCC(c2nc3ccc(Cl)cc3[nH]2)CC1	2.7	-25	0.0	1

(next part)
SMILES	GPR151 activ	MITF inh	FBW7 act	TEAD-YAP inh
COc1ccc(/C=C/C(=O)Nc2ccc(Br)cc2)cc1OC	0.2	3	0.0	-23
COc1cc(NS(C)(=O)=O)cc(OC)c1OC	0.9	-1	0.2	5
COc1ccc([N+](=O)[O-])cc1-c1[nH]c(-c2cc(OC)c(OC)c(OC)c2)nc1-c1ccccc1	0.4	6	0.1	-10
CCCOc1ccc(C2C(=O)N(C3CCCCC3)CC(=O)N2C2CCCCCCC2)cc1OC (stereo not given)	-0.4	5	-0.1	-3
Cc1cccc(OCC(=O)Nc2ccc(-c3nc4cc(C)ccc4o3)c(O)c2)c1	0.2	9	0.1	-3
COc1cc(OC)nc(Oc2ccccc2/C=N/NC(=O)C(C)(C)C)n1	0.2	11	-0.1	-6
CNS(=O)(=O)c1cc(-c2nnc(OC)c3ccccc23)ccc1C	-0.8	8	0.2	7
COc1ccc([N+](=O)[O-])cc1NC(=O)CCNC(=O)Cn1cnc2ccccc2c1=O	-0.5	11	0.3	-5
CN=C1SC(CC(=O)Nc2ccc(C)cc2C)C(=O)N1C (stereo not given)	2.1&0.8	5&8	0.2&0.1	2&0
O=C(c1ccc(Cn2c(=S)[nH]c3ccc(Br)cc3c2=O)cc1)N1CCOCC1	-3.2	-6	0.2	3
CC(C)(C)c1nc(NCCN2CCOCC2)c2nnn(Cc3ccccc3)c2n1	0.5	14	0.1	2
CC1CCN(C(=O)Cn2cc(C#N)c3ccccc32)CC1	-0.1	11	1.4	13
CCC(C)c1ccc(OCC(=O)Nc2ccc(Br)cc2C)cc1 (stereo not given)	0.7	-18	-0.2	-8
O=C1/C(=C/c2ccc(-c3ccc([N+](=O)[O-])cc3)o2)C=C(c2ccccc2)N1Cc1ccccc1	-0.6	15	-0.1	-9
CCOC(=O)CN1C(=O)S/C(=C/c2ccc(OCC(=O)O)cc2)C1=O	0.0	12	0.1	10
CC(C)COC(=O)c1ccc2c(c1)C(=O)N(c1ccc3ccccc3c1)C2=O	0.8	2	0.0	-9
C=CCSc1nnc(C2CCCN(Cc3ccc4c(c3)OCO4)C2)n1C (stereo not given)	-1.5	12	0.1	0
CCCCNCCOc1ccccc1F	-1.0	65*	-0.2	3
Cc1cc(Cl)cc2sc(NC(=O)c3cccc(N4C(=O)CCC4=O)c3)nc12	3.4	-1	-0.6	-4
CC(C)CNC(=O)C(=O)NCc1ccccn1	3.7	10	0.1	6
O=C(O)c1cccc2c1NC(c1cccc(Cl)c1Cl)C1CC=CC21 (stereo not given)	1.7	-2	-0.4	-5
CCc1ccc(Nc2ncnc3c2cnn3-c2cccc(C)c2)cc1	1.7	6	-0.1	-61
COc1cc2c(cc1OC)C(c1cccs1)N(C(=O)c1ccncc1)CC2 (stereo not given)	-1.2	-7	0.2	8
CCOc1ccc(C(=O)NCc2cccnc2)cc1[N+](=O)[O-]	-0.5	16	0.1	6
CCCOC(=O)c1ccc(S(N)(=O)=O)o1	-1.9	9	0.1	1

(list continues)
SMILES	GPR151 activ	MITF inh	FBW7 act	TEAD-YAP inh
Cc1ccc(C)c(-n2nnnc2SCC(=O)NC(=O)NC23CC4CC(CC(C4)C2)C3)c1	-1.0	-2	-0.2	-7
CCOC(=O)c1c(NC(=O)C2(c3ccccc3)CCCC2)sc2c1CCCC2	0.6	-2	0.3	3
CCOC(=O)c1sc(NC(=O)Cc2cc(OC)c(OC)c(OC)c2)c(C#N)c1C	1.2	6	0.0	1
CCCCNC(=O)CSc1nnc(-c2cccnc2)n1-c1ccccc1OC	0.4	4	-0.1	10
COC(=O)C1=C(C)OC(N)=C(C#N)C1c1cc(C)sc1C (stereo not given)	-0.6	-8	-0.2	-2
COc1ccc2c(c1)CCc1c(C(=O)Nc3cccnc3)noc1-2	-1.7	-13	0.0	-5
Cc1c(O)ccc2c1O/C(=C\N1CCC3(CC1)OCCO3)C2=O	0.1	7	1.0	6
Cc1ccc(-c2nnc(SCc3c(C)cc(C)cc3C)o2)cc1	-0.7	5	-0.1	2
CCOc1nsnc1N1CCOCC1	0.9	1	0.2	13
Cc1nc2nc(N)[nH]n2c(=O)c1[N+](=O)[O-]	-1.1	5	-0.2	3
Cc1cc(C)c(N(C)S(=O)(=O)c2c(C)noc2/C=C/N2CCOCC2)c(C)c1	0.2	16	1.0	-3
CC(C)NC(=O)C1CC(=O)N(c2ccc(Cl)cc2)C1 (stereo not given)	5.8*	3	-0.2	-4
COc1ccc(-c2nc(SC)n(C(=O)c3ccccc3OC)n2)cc1	-1.1	-1	0.0	-22
COc1ccccc1N1CCN(c2ncnc3sc(C(=O)N4CCN(c5cccc(Cl)c5)CC4)c(C)c23)CC1	0.0	-5	-0.1	-17
Cc1c(C(=O)NCc2ccccc2Cl)sc2ncn(CC(=O)N3CCOCC3)c(=O)c12	-0.6	1	0.0	-13
O=C(NCC1COCCO1)c1ccc(CN2CCN(c3ccccn3)CC2)[nH]c1=O (stereo not given)	0.2	10	0.1	2
CC(C)c1cc(C(C)C)c(S(=O)(=O)Nc2ccccc2F)c(C(C)C)c1	-2.6	19	0.3	2
CCC12CC3CC(CC(N)(C3)C1)C2	-0.5	-5	-0.2	0
CCN(CC)C(=O)c1sc2nc(C)cc(C)c2c1N	-0.4	12	0.1	1
COc1cc(C=O)ccc1OCC(=O)Nc1ncc(Cc2ccccc2)s1	-1.0	22	-0.1	-14
CCC(C(=O)NCc1ccccc1Br)n1nc(C)n2c(cc3occc32)c1=O (stereo not given)	-0.9	-4	0.1	-12
Fc1ccc(N2CCN(c3ncnc4c3cnn4-c3ccc(Cl)cc3)CC2)cc1	0.4	15	0.3	14
Cc1nc(SC2CC(=O)N(c3ccc(Br)cc3)C2=O)c(C#N)c(C)c1C (stereo not given)	0.1	-2	0.3	4
Cc1cc(-c2cnc(N3CCCCC3)nc2C2CCN(C(=O)C3CCCO3)CC2)on1 (stereo not given)	0.5	0	-0.1	-12
CN(C)C(=O)c1cc(-c2cn[nH]c2)ccc1NC(=O)OCc1ccccc1	0.0	-5	0.0	-2

Rewritten with each value named: 4 of the compounds above
> O=C(NCC1COCCO1)c1ccc(CN2CCN(c3ccccn3)CC2)[nH]c1=O (stereo not given)
- GPR151 activ: 0.2
- MITF inh: 10
- FBW7 act: 0.1
- TEAD-YAP inh: 2

> Cc1cc(C)c(N(C)S(=O)(=O)c2c(C)noc2/C=C/N2CCOCC2)c(C)c1
- GPR151 activ: 0.2
- MITF inh: 16
- FBW7 act: 1.0
- TEAD-YAP inh: -3

> CC(C)NC(=O)C1CC(=O)N(c2ccc(Cl)cc2)C1 (stereo not given)
- GPR151 activ: 5.8*
- MITF inh: 3
- FBW7 act: -0.2
- TEAD-YAP inh: -4

> COC(=O)C1=C(C)OC(N)=C(C#N)C1c1cc(C)sc1C (stereo not given)
- GPR151 activ: -0.6
- MITF inh: -8
- FBW7 act: -0.2
- TEAD-YAP inh: -2

Going on with the list.
SMILES	GPR151 activ	MITF inh	FBW7 act	TEAD-YAP inh
CC1=C(/C=C/C(C)=C/C=C/C(C)=C\C(=O)O)C(C)(C)CCC1	3.9&-0.3&0.4&-1.3&-1.2&0.7	2&8&17&21&0&-1	-0.1&0.1&0.1&0.1&0.0&-0.1	-7&-6&-14&9
CCCNC(=O)c1cnc(-c2c(C)nn(C)c2C)s1	0.4	4	0.0	3
O=C(CNC1CCCCC1)Nc1ccc(N2CCCC2)cc1	-0.2	18	-0.2	0
CCCCc1ccc(C(=O)N/C(=C\c2ccc(C)cc2)C(=O)Nc2ccc([N+](=O)[O-])cc2OC)cc1	0.5	13	0.1	-4
NC(=O)c1cc(-c2ccc(F)cc2)n[nH]c1=O	2.2	1	-0.1	6
O=C1CS/C(=C/C(=O)c2ccc(Cl)cc2)N1	-1.5	-18	-0.1	-28
Cc1ccccc1Nc1nc(-c2ccccc2)c2cc(Br)ccc2n1	0.4	-14	0.1	-10
N#Cc1ccc(Oc2ccc(-c3ccccc3)cc2)cc1C#N	-1.0	11	0.3	12
CCOC(=O)c1ccc(NC(=O)c2ccc(NC(=O)c3ccc(C(=O)OC)cc3)cc2)cc1	-0.8	-31	0.0	8
COCCCNC(=O)C1CCN(C(=O)c2c(C)nn(-c3ccccc3)c2-n2cccc2)CC1	-0.7	10	0.3	4
NC(=O)c1c(NC(=O)CSc2n[nH]c(=O)n2Cc2ccccc2)sc2c1CCC2	1.2	0	0.0	8
COc1ccccc1CNC(=O)COc1c(C)cccc1C	1.5	1	-0.1	-1
COc1ccc(-n2c(SCC(=O)NCc3ccccc3)nc3c(sc(=S)n3-c3ccc(Cl)c(C)c3)c2=O)cc1	-0.1	-10	-0.1	-4
CCCOc1ccc(C2C(C(=O)OC)=CN(Cc3ccc(OC)cc3)C=C2C(=O)OC)cc1OC	-1.1	-1	0.1	-3
CCC(=O)Nc1ccc(-c2nc3ccccc3c(=O)o2)cc1	-4.9	5	0.0	14
O=C(O)CCCCCN1C(=O)/C(=C/c2ccc(O)cc2)SC1=S	-8.1	8	0.5	31
CCCN1CCC(NC(=O)CC2C(=O)NCCN2Cc2ccc(OC)c(C)c2)CC1 (stereo not given)	1.0	19	0.1	-3
CCn1c(SCC(=O)O)nnc1-c1ccccc1O	-0.7	15	0.8	13
O=C1CCC([N+](=O)[O-])C(c2ccc(Cl)cc2Cl)N1 (stereo not given)	-0.3	5	-0.1	3
COc1ccc(-c2ncc(C(=O)NCCc3ccc(O)cc3)s2)cc1	-0.6	-3	-0.1	-3
CC(=O)C1=C(c2ccc(Cl)cc2)N(C(C)=O)n2c(nnc2C2CCCCC2)S1	-0.2	9	-0.1	1
Cc1cc(C)n2nc(S(=O)(=O)NCc3ccc(Cl)cc3)nc2n1	-0.6	13	0.0	4
CCc1nn(CC(=O)NCc2ccccn2)c(=O)c2cc3ccsc3n12	0.1	14	0.1	3
CC(C)(C)NC(=O)NC(=O)COC(=O)c1cccc(S(=O)(=O)N2CCCCC2)c1	0.3	6	0.2	-1
COc1ccc(N2CCN(c3ncnc(N)c3[N+](=O)[O-])CC2)cc1	-0.5	2	-0.1	-6
CCN(CC)C(=O)Cn1cnc2sc(C(=O)Nc3cccc(Cl)c3)c(C)c2c1=O	-0.5	3	0.7	-56
COc1ccc(CNC(=O)Cn2cc3c(n2)CCC(C)C3)cc1 (stereo not given)	0.8	9	0.0	1
N#Cc1nc(-c2ccccc2)oc1NCC1CCCO1 (stereo not given)	-1.4	16	0.6	-24

Screening results from PubChem BioAssay.
